High-throughput results from PubChem.
V-ATPase pH: regulators of yeast V-ATPase proton pumping, primary screen, pHLuorin cytosolic pH fluorescence | S. cerevisiae | response, % at 10 µM | 350,000 compounds, 0.37% hits; in the data active = response mostly above about 7.3%, no sharp cut-off; inactive = mostly below about 5.4%; note: actives read high; inactives centre near 0; some compounds called inactive have numbers as strong as hits
dFosB act: activators of delta FosB homodimer, primary screen, biochemical, fluorescence polarization, TAMRA-CDK5 oligo, single point; activation, % at 25 µM; Protein FosB (Mus musculus), P13346; purified delta FosB; percent of positive-control signal above neutral wells; 340,000 compounds, 0.99% hits;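 active = mean activation above about 17%, with every replicate also reaching it, limit read from the data, passing the limit was not always enough; inconclusive = only one of the two conditions met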;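 note: fluorescence polarization rise as delta FosB binds a TAMRA Cdk5 AP-1 oligo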
CAL PDZ FP-1: CAL PDZ peptide-binding inhibitors, primary screen, biochemical, fluorescence polarization, Cer-tagged CAL PDZ, HTS. inhibition, % at 20 µM. purified CAL PDZ, TMR-peptide fluorescence polarization, 1 h. AID 504414, 2011. 330,000 compounds, 0.02% hits. Golgi-associated PDZ and coiled-coil motif-containing protein (Homo sapiens), Q9HD26;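 active = highest replicate inhibition of at least 40%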;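 note: plate controls were DMSO neutral control wells for no effect and unlabeled competitor peptide control wells for full effect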
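Test system: purified CerCALP PDZ construct; Compound dosing: one concentration, 20 µM compound; Also added: TMR-labelled reporter peptide T*-PRC34 bound in PDZ groove; Read-out: inhibition from polarization loss; Controls: unlabelled peptide and DMSO controls; Signal: FP readout, S and P plane fluorescence; Incubation: 1 h at RT.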
Tat export inh: E. coli Tat export inhibitors, primary screen, MC4100, TorA-mCherry reporter, fluorescence, single point; 340,000 compounds, 0.036% hits; inhibition, % at 10 µM;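 active = mean replicate inhibition at least 50% and at least half of replicates individually reaching 50%; inconclusive = only one of the two criteria met; inactive = neither criterion met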;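 note: exported cargo escapes ClpAP degradation while cytoplasmic cargo is degraded and loses fluorescence; 0% = median of neutral control wells and 100% = median of NaSCN control wells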
Rtt109 Vps75: inhibitors of C. albicans Rtt109/Vps75 HAT, primary screen, biochemical, ThioGlo CoA-SH fluorescence, plate reader | purified Rtt109/Vps75, 4 h | AID 540336, 2011 | 330,000 compounds, 0.16% hits | inhibition, % at 34.9 µM;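 active = inhibition of at least 50% in every replicate; inconclusive = best replicate reaches 50% inhibition but some replicates fall short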
Target sequence (Q5AAJ8 whole entry, looked up): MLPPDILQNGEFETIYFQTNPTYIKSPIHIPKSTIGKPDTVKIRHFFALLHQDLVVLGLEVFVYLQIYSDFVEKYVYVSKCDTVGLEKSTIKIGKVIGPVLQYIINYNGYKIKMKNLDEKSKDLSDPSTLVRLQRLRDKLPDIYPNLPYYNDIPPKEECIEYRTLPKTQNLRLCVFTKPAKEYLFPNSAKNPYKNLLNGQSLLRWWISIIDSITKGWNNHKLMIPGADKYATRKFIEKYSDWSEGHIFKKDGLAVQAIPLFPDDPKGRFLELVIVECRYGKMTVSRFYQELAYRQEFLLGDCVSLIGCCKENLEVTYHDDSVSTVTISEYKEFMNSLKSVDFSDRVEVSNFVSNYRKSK
CDK5 p35 inh: inhibitors of human CDK5/p35 kinase, primary screen, biochemical, single concentration; 330,000 compounds, 0.01% hits; inhibition, % at 10 µM; Recombinant CDK5/p35, ADP-Glo luminescence, 60 min; Cyclin-dependent kinase 5 (Homo sapiens) + Cyclin-dependent kinase 5 activator 1 (Homo …; AID 488839, 2010;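 active = highest replicate inhibition of at least 50% and at least 75% of replicates reaching 50%; inconclusive = only one of the two criteria met; inactive = both criteria failed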;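 note: plate controls were DMSO neutral control for no effect and GW8510 at 10 µM for full effect; many of its hits are not listed in these tables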
Target sequence (Q00535 whole entry, looked up): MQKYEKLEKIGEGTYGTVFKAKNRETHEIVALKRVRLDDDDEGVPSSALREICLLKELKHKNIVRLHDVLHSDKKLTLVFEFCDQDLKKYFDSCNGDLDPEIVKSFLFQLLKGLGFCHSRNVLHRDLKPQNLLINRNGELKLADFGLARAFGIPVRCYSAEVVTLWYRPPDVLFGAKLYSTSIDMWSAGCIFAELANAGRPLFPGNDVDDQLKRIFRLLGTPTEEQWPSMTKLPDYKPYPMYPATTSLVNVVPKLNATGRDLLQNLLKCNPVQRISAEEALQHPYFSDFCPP
Target sequence (Q15078 whole entry, looked up): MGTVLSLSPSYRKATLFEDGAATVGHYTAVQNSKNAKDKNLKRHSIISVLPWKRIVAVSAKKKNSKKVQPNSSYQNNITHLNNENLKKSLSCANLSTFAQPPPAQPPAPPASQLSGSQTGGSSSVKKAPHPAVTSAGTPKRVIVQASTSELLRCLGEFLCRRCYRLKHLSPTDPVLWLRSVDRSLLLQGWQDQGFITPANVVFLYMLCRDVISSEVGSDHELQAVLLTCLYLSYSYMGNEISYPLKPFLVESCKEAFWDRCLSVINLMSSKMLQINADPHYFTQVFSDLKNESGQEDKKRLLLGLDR
CAL PDZ FP-2: untagged CAL PDZ binding inhibitors, primary screen, biochemical, fluorescence polarization, HTS; 300,000 compounds, 0.92% hits; AID 602252, 2012; inhibition, % at 24.9 µM; Golgi-associated PDZ and coiled-coil motif-containing protein (Homo sapiens), Q9HD26; purified CAL PDZ, TMR-peptide fluorescence polarization, 1 h;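 active = mean inhibition of at least 30% with at least half of replicates also reaching 30%; inconclusive = no clear call, values can overlap the other calls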;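 note: 0% = DMSO neutral control and 100% = excess unlabeled competitor peptide PRC23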
RTF Ca sens act: cardiac RTF calcium sensitivity activators, primary screen, biochemical, IANBD-TnC fluorescence, EC20 calcium | IANBD-labeled TnC RTF fluorescence at EC20 calcium; 0% EC20 calcium, 100% full calcium | Troponin I, cardiac muscle (Homo sapiens) + Troponin T, cardiac muscle (Homo sapiens) + … | activation, % at 7.2 µM | 340,000 compounds, 0.24% hits | AID 493008, 2010;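 active = activation above the mean over all tested compounds plus 3 SD, cut at about 30% in these data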;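 note: rise in fluorescence read as greater calcium sensitivity of cardiac thin filaments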
Wnt bcat act: Wnt/beta-catenin pathway activators, primary screen, cell-based, plate reader, single point. Wnt/beta-catenin reporter cell assay, activator. activation, % at 9.35 µM. 300,000 compounds, 1.2% hits. AID 743398, 2014; in the data active = activation above about 30%, passing the limit was not always enough; inconclusive = no clear call, values can overlap the other calls;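 note: 0% = neutral control wells and 100% = positive control wells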
MITF act: activators of MITF-driven TRPM1 promoter reporter, primary screen, cell-based, SK-MEL-5, luciferase, single point; activation, % at 12.5 µM; 300,000 compounds, 0.75% hits; SK-MEL-5 TRPM1-promoter luciferase, 24 h; % of positive control, neutral wells = 0;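 active = mean activation of at least 80% with every replicate also reaching 80%; inconclusive = mean reaches 80% but some replicate falls short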;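 note: 0% = neutral control wells and 100% = parthenolide positive control wells; values of inactives mirror those of a sister screen read the other way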
* hit, by the source's call; ? = inconclusive; nt = no result given.

Order of values – V-ATPase pH	dFosB act	CAL PDZ FP-1	Tat export inh	Rtt109 Vps75	CDK5 p35 inh	CAL PDZ FP-2	RTF Ca sens act	Wnt bcat act	MITF act
#1 CC1(OC(=O)CCc2ccccc2)C(=O)C=C2C=C(c3ccc(C#N)cc3)N(C3CCCC3)C=C2C1=O (stereo not given)
  -2.2	-12.3	0.1	2.0	-8.5	0.8	-1.2	19.9	-2.6	-5.6
#2 COCCn1c(N)c(Sc2ccc(Cl)cc2)c(=O)[nH]c1=O
  0.3	-10.1	-3.7	-3.5	-0.9	-2.0	-6.5	-1.4	2.5	0.9
#3 O=C1C2CCCCN2C(=O)N1CCCCN1CCN(c2cccc(C(F)(F)F)c2)CC1 (stereo not given)
  -1.8	4.1	-0.5	-1.9	5.2	0.1	28.9	-1.3	-1.3	nt
#4 Cc1ccc(N2CCN(c3ccc(NCc4nc5ccccc5n4C)cc3)CC2)cc1
  1.3	2.6	-1.2	8.6	1.1	-2.5	1.8	-0.1	0.5	1.3
#5 COc1ccc(C2c3[nH]c4ccccc4c3C[C@H]3C(=O)N(c4ccccc4C(=O)N4CCC[C@H]4C(=O)O)C(=O)N23)cc1 (stereo not given in full)
  0.1	-7.1	0.0	4.1	20.7	-0.8	3.9	7.2	-1.4	-13.5
#6 COc1ccc(CCNC(=O)c2ccc(SC)cc2OC)cc1
  0.6	-1.4	-1.2	-7.8	0.9	-0.2	-5.9	-3.4	3.0	4.8
#7 Cc1cc(C)n2c(SCc3ccc(C#N)cc3)nnc2n1
  -0.5	3.1	-0.9	-5.6	-6.0	1.8	-2.8	0.9	0.5	nt
#8 CC12CCC(C(=O)NCCCN3CCOCC3)(C(Br)C1=O)C2(C)C (stereo not given)
  -2.0	-6.4	-0.5	-0.8	0.6	-0.4	11.8	-5.4	4.6	nt
#9 O=C(CS(=O)CC(=O)Nc1ccccc1-c1ccccc1)Nc1ccc(F)cc1 (stereo not given)
  0.6	-5.6	-1.9	4.6	1.9	0.8	-2.7	-5.1	0.3	4.8
#10 O=C(NCCCn1ccnc1)C(=O)NCc1ccc(Cl)cc1
  -0.4	-0.1	-1.2	-1.1	0.7	-0.2	-2.1	0.1	nt	nt
#11 Cc1ccc(NC2=C(NC(=O)c3ccccc3)C(=O)c3ccccc3C2=O)cc1Cl
  1.0	1.1	-1.2	-8.2	1.7	1.1	-4.3	-26.6	3.2	-65.6
#12 CCOC(=O)/C(C#N)=C1/C=CN(C)C=N1
  -3.0	-1.4	0.1	-7.5	24.9	-1.5	-0.3	-1.6	-5.6	nt
#13 O=C(CN1C(=O)CCS(=O)(=O)c2ccccc21)Nc1ccc(F)cc1
  -0.5	-1.9	-1.0	1.8	-8.3	0.8	nt	-3.0	2.0	-5.2
#14 Cc1ccc(-c2nnn(CC(=O)N(c3ccc(F)cc3)C(C(=O)NC3CCCC3)c3ccncc3)n2)o1 (stereo not given)
  -1.9	-5.2	-3.1	2.5	-5.6	-1.0	0.7	5.8	0.0	4.9
#15 CCNC(=O)NC(=O)COC(=O)C1CSC2(C)CCC(=O)N12 (stereo not given)
  3.9	0.8	-1.6	-8.6	-5.9	-8.1	-0.3	-3.5	-2.4	6.7
#16 O=C(NCc1cccnc1)C(=O)NCC1CCCO1 (stereo not given)
  4.3	5.4	-0.1	3.1	0.5	-1.9	-0.6	-0.6	-0.4	1.7
#17 CC1=NN(c2ccccc2)C(=O)C1C(=O)c1ccccc1 (stereo not given)
  0.3	-0.6	-1.9	4.0	2.4	-0.8	-3.0	-3.7	nt	4.1
#18 Cc1[nH]c2ccccc2c1C(=O)C(=O)NCCC1=CCCCC1
  -4.6	-1.3	-3.8	-2.1	-4.5	0.3	1.5	-1.6	-3.6	6.0
#19 Cc1ccn2cc(C(=O)Nc3nnc(C)s3)nc2c1
  -0.5	-11.2	0.6	-13.7	-7.0	1.9	-2.8	-0.3	7.2	?
#20 C=CCSc1nc(=O)n2cccc(C)c2n1
  8.8	-6.8	0.3	-5.0	-5.8	-0.4	-5.2	-1.4	-0.1	16.7

The final 2 records of the part before lead into the next:
Order of values – V-ATPase pH	dFosB act	CAL PDZ FP-1	Tat export inh	Rtt109 Vps75	CDK5 p35 inh	CAL PDZ FP-2	RTF Ca sens act	Wnt bcat act	MITF act
#19 Cc1ccn2cc(C(=O)Nc3nnc(C)s3)nc2c1
  -0.5	-11.2	0.6	-13.7	-7.0	1.9	-2.8	-0.3	7.2	?
#20 C=CCSc1nc(=O)n2cccc(C)c2n1
  8.8	-6.8	0.3	-5.0	-5.8	-0.4	-5.2	-1.4	-0.1	16.7
#21 CCC(C)(C(=O)NC1CCCCC1)N(Cc1ccco1)C(=O)Cc1cccs1 (stereo not given)
  -4.7	-9.5	nt	-2.5	2.9	0.3	1.9	5.5	nt	nt
#22 Cn1cnnc1SCC(=O)NC1CCCN(Cc2ccc(Cl)cc2)C1 (stereo not given)
  -1.1	-3.3	-0.8	1.3	14.2	-0.5	0.3	-3.0	-1.3	-6.9
#23 O=C(C[n+]1ccccc1)N/N=C/c1ccc(O)cc1
  2.3	-0.5	-0.5	4.2	-5.9	1.7	-0.7	-4.6	-3.5	-6.0
#24 Cc1ccccc1NC(=S)N(CCCN1CCOCC1)Cc1ccccn1
  2.6	-3.4	1.1	-9.2	?	0.0	-0.5	-0.5	-0.5	-3.4
#25 CC[N+]1=C(C)C(C)(C)c2cc(C)ccc21
  0.6	-7.3	-3.6	-36.1	6.0	-0.3	8.4	5.5	-19.3	-11.3
#26 CC(C)N(C(=O)CN(C#N)c1nc(N(C)C)nc(N(C)C)n1)c1ccccc1
  -10.2	-9.3	-2.4	-1.9	34.2	3.7	0.5	-18.3	0.7	9.1
#27 O=C(OCC(=O)N1CCc2ccccc21)[C@@H]1CCCN1S(=O)(=O)c1ccccc1F
  2.0	-8.1	-1.5	-8.4	13.0	-0.3	-5.0	4.0	-6.0	1.1
#28 O=C(NCc1ccccc1CN1CCCC1)c1cccc(S(=O)(=O)N2CCOCC2)c1
  0.1	-3.9	-0.8	3.7	1.6	-1.5	1.6	5.4	1.3	18.7
#29 CC(=O)Nc1cccc(NC(=O)C2CCCN2C(=O)Nc2ccc(C)cc2)c1 (stereo not given)
  -2.2	-3.7	-2.5	-5.1	0.3	-0.2	1.9	7.5	-4.8	-2.1
#30 CC(C)(C)OC(=O)N1CCC(CC2CC(c3cccc(Br)c3)=NO2)(C(=O)NCC2CCCCC2)CC1 (stereo not given)
  -5.0	-3.3	-0.5	7.6	3.1	0.1	-3.0	-0.5	-0.4	13.3
#31 COc1cccc(C(=O)NC2=NCCS2)c1OC
  -1.0	-5.8	-2.4	-2.1	4.5	-1.7	-5.3	-0.1	nt	26.3
#32 Cc1cc(C)cc(NC(=S)N2CCN(c3ncccn3)CC2)c1
  -0.8	1.1	-1.1	-0.6	4.7	1.2	6.2	-4.0	nt	-0.5
#33 O=C(CSc1nnc(CNc2ccc(F)cc2)n1Cc1ccccc1)N1CCOCC1
  3.7	1.4	-0.4	7.7	1.3	0.9	-3.5	-0.1	-2.0	-4.4
#34 CC(C)CNC(=O)c1cccc(C(=O)NCC(C)C)c1
  3.5	-5.5	nt	-4.0	2.4	-0.4	-4.6	7.9	nt	-16.0
#35 Cc1cccc(N2CCN(C3=NC(=O)C(=C4CCCCC4)S3)CC2)c1
  0.5	-7.2	-0.7	-9.4	-4.4	1.5	-7.5	-1.2	-1.6	nt
#36 CCOC(=O)C1CCCN(C(=O)C(C)Oc2ccc(Cl)cc2Cl)C1 (stereo not given)
  2.0	-4.4	-2.4	2.7	4.3	0.6	nt	2.8	-0.7	2.3
#37 COCCNc1nc2sc3c(c2c(=O)n1Cc1ccco1)CCCCC3
  -2.7	4.5	-1.3	-1.8	0.7	0.3	-2.2	6.9	20.0	39.5
#38 COc1cc(OC)c(C2Nc3cccc4cccc(c34)N2)c(OC)c1
  2.3	-6.7	-0.6	2.2	-4.9	0.2	0.6	4.2	-8.2	-3.6
#39 CCOC(=O)c1cn(CC)c2cc(N3CCN(C)CC3)c(F)cc2c1=O
  -1.5	3.7	-2.8	1.7	nt	-0.8	1.1	-2.5	0.5	-5.4
#40 Cc1ccc(S(=O)(=O)N2CCN(CC(=O)Nc3ccc4c(c3)CCC4)CC2)cc1C
  -4.7	-4.4	-0.8	14.3	-11.6	-4.2	-2.9	-3.3	-5.4	7.9
#41 COc1ccc([C@H]2CC(=O)C=C(c3ccc(SC)cc3)C2)cc1OC
  0.6	-6.1	-0.2	0.0	-0.6	1.0	0.9	-3.8	0.9	8.3
#42 CCO[C@H]1c2c(ccc3ccc(=O)oc23)OC(C)(C)[C@@H]1O
  -0.1	-3.2	0.3	-1.1	-6.2	0.1	-0.6	2.8	0.0	-0.8
#43 CNC[C@H]1Oc2c(NS(=O)(=O)c3ccccc3)cccc2C(=O)N([C@H](C)CO)C[C@@H]1C
  0.5	5.0	-0.5	-8.6	5.4	-1.0	-0.9	-4.7	-1.9	1.2
#44 CC1CCN(C(=O)c2cc(S(=O)(=O)N3CCCCC3)c[nH]2)CC1
  1.3	-6.3	0.3	-5.0	7.0	-0.4	nt	-2.2	-2.3	nt
#45 C=CCOc1c(CNn2cn[nH]c2=S)cccc1OC
  0.9	0.5	-1.3	-4.1	4.7	1.0	3.5	0.3	0.7	-17.1
#46 CN(C)S(=O)(=O)c1cccc(NC(=O)COC(=O)c2c[nH]c(=O)[nH]c2=O)c1
  3.0	6.4	-1.1	8.2	3.6	0.9	-4.4	-0.5	-0.3	13.0
#47 COc1ccccc1N1C(=O)C2C3C=CC(CC3)C2C1=O (stereo not given)
  -5.3	4.1	-0.7	13.2	4.2	-6.2	-2.5	-1.8	-3.1	nt
#48 COc1ccccc1NC(=O)C1=C(C)NC(SCC(=O)c2ccccc2)=C(C#N)C1c1ccco1 (stereo not given)
  -7.6	-4.9	-0.4	-3.4	0.0	-0.2	-0.7	-2.0	-2.3	nt
#49 O=C(COc1ccccc1)NC(=S)N1CCc2ccccc21
  1.8	2.2	0.2	-5.5	-4.8	-2.3	-0.3	-0.2	4.4	12.6
#50 COc1ccc(C(=O)CN2C(=O)NC3(CCc4ccccc43)C2=O)c(OC)c1 (stereo not given)
  -3.1	-8.1	-3.4	-0.2	15.2	0.9	0.2	1.8	1.8	-3.8
